Compound activity from PubChem BioAssay.
M1 antag: human CHRM1 antagonism; CHO-K1 hM1, Fluo-8 calcium fluorescence, ACh EC80 antagonist; inhibition, % at 3 µM; P11229; 1.3% of 360,000 active;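 active means percent inhibition above its own plate's cutoff, namely the mean of that plate's compound wells plus 3 SD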;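 further: peak over basal fluorescence ratio during 140 s after agonist addition; 0% = ACh EC80 plus DMSO and 100% = DMSO alone without agonist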
M1 ag: human M1 muscarinic receptor agonism; P11229; CHO-K1 hM1, Fluo-8 calcium fluorescence, agonist mode; 0% DMSO, 100% acetylcholine EC100; 0.33% of 360,000 active; AID 588814; activation, % at 3 µM;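 active means activation above the run's mean compound activation plus 3 SD, cut at about 16% in these data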;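 further: peak over basal fluorescence ratio within a 140 s kinetic read after compound addition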
CHO-K1 Ca ag: counter-screen for M1 agonists: effect in parental CHO-K1 cells; 0.48% of 360,000 active; AID 602248; activation, % at 3 µM; Fluo-8 calcium fluorescence; scaled to maximal ATP response, vehicle zero; in the data active means activation above about 15%;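 further: untransfected CHO-K1 host cells lacking M1 receptor as counterscreen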
M4 ag: agonists of human muscarinic M4 receptor (CHRM4). P08173. CHO-K1 hM4/Gqi5, Fluo-8 calcium fluorescence; vehicle 0%, full acetylcholine response 100%. activation, % at 3 µM. 0.14% of 360,000 active;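 active means activation above the run mean over all test wells plus 3 SD, cut at about 32% in these data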;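 further: peak over basal fluorescence ratio per well then scaled between controls; 0% = DMSO wells and 100% = acetylcholine at EC100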
Target sequence (P08173 whole entry, looked up): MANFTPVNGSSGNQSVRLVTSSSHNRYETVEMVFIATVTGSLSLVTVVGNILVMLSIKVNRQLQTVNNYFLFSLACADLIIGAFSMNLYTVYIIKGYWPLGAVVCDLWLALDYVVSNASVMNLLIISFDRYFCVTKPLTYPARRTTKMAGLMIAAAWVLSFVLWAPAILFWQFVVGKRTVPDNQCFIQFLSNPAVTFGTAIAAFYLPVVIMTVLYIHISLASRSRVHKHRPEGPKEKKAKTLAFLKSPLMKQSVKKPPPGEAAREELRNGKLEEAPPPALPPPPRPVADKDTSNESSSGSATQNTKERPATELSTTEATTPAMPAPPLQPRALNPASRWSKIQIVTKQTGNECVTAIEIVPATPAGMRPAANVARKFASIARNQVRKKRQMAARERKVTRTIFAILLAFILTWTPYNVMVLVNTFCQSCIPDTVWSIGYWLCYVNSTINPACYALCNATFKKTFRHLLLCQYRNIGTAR
CHO-K1 Ca antag: counter-screen for M1 antagonists: effect in parental CHO-K1 cells | ATP-induced calcium, Fluo-8 fluorescence | inhibition, % at 3 µM | 0.6% of 360,000 active | AID 602250;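 active means inhibition above a per-plate cutoff, the plate's mean sample inhibition plus 3 SD, cut at about 24% in these data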;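 further: 0% = DMSO plus EC80 ATP and 100% = DMSO alone without ATP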
M4 antag: CHRM4 antagonism in calcium assay; AID 624125; inhibition, % at 3 µM; CHO-hM4 cells, ACh EC80, Fluo-8 calcium fluorescence; 0.73% of 360,000 active;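 active means inhibition above its plate's cutoff, the mean inhibition of sample wells plus 3 SD, cut at about 27% in these data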;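 further: 0% = acetylcholine EC80 with DMSO and 100% = DMSO without agonist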
CHRM1 PAM: human CHRM1 positive allosteric modulation; P11229; CHO-K1 hM1, Fluo-8 calcium fluorescence, ACh EC20; 0% = ACh EC20, 100% = maximal ACh; activation, % at 3 µM; 0.088% of 360,000 active; in the data active means activation above about 19%, passing the limit was not always enough
OXTR potentiator: human OXTR potentiation; AID 2445; P30559; activation, % at 3 µM; 0.061% of 320,000 active; CHO-OTR cells, Fluo-8 calcium fluorescence, potentiator mode; 0% = oxytocin EC15, 100% = EC100;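 active means activation above that plate's cutoff, the mean activation of tested compounds plus 3 SD, cut at about 6.6% in these data, passing the limit was not always enough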;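 further: 100% uses oxytocin at 75 nM as the full agonist control; some results filed as inactive read as strong as hits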
Target sequence (P30559 whole entry, looked up): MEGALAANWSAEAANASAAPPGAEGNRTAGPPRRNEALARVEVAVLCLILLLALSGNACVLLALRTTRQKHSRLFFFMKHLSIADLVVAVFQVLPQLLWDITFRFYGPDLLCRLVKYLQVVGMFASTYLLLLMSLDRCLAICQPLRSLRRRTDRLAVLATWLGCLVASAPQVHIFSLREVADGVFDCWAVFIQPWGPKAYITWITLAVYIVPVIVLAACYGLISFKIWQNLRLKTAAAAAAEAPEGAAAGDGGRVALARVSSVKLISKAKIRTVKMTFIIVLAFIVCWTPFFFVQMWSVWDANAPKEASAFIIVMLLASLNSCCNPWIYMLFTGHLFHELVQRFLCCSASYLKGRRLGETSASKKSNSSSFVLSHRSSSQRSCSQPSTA
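test system = CHO-OTR cells, human receptor | compound = single-point 3.0 µM | schedule = 6 min compound pre-incubation at room temperature, 100 s kinetic read | signal = Fluo-8 no-wash calcium dye fluorescence, excitation 470-495 nm, emission 515-575 nm | repeats = single well per compound, singlicate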
CHO parental Ca: counter-screen: ATP calcium response change in parental CHO cells. 0.63% of 330,000 active. AID 463079. parental CHO-K1, ATP-induced calcium, Fluo-8 fluorescence. inhibition, % at 5.6 µM;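 active means inhibition above that plate's mean sample inhibition plus 3 SD, cut at about 26% in these data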;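 further: 0% = ATP-challenged DMSO wells and 100% = DMSO wells without ATP; some compounds past the cut are filed as inactive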
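Assay system: untransfected parental CHO cell line. Also added: ATP agonist challenge. Dosing: one dose, 5.6 µM nominal. Measured by: Fluo-8 fluorescence. Read-out: % inhibition. Benchmarks: ATP wells versus no-ATP DMSO wells. Repeats: no replicates.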
Numbers without * were called inactive; x = not tested or not shown.

SMILES	M1 antag	M1 ag	CHO-K1 Ca ag	M4 ag	CHO-K1 Ca antag	M4 antag	CHRM1 PAM	OXTR potentiator	CHO parental Ca
COc1ccc(C(=O)Cn2c(=O)oc3ccc(C)cc32)cc1	1	-5	3.0	3	-4	1	0	-6	6
C=C(C)c1cccc(C(C)(C)NC(=O)NCc2ccc(OC)cc2)c1	-4	-7	0.3	-2	-4	5	-5	-6	8
COc1cc(OC)cc(C(=O)NCC(=O)OCc2csc(-c3ccccc3)n2)c1	-9	-5	1.4	4	-7	-2	8	-5	-18
COc1ccccc1NCC(=O)NC(=O)NC1CCCCC1	-5	-6	0.3	2	-13	-17	1	-4	-12
CCN(CC)C(=O)Cn1cc(C(=O)C(=O)N2CCN(Cc3ccc4c(c3)OCO4)CC2)c2ccccc21	-7	-4	0.7	3	-15	1	5	-2	-19
O=C(NCCC1=CCCCC1)c1cc(S(=O)(=O)N2CCOCC2)ccc1Cl	-23	-2	0.9	2	-12	-9	9	-6	-22
CC(C)N1C(=O)CCC1C(=O)O (stereo not given)	-3	-1	0.7	1	-7	2	2	-8	1
O=C1N=c2ccccc2=C1c1sc(=S)n(NC(=O)c2ccccc2)c1O	-4	-7	2.5	1	0	3	1	-2	-13
CS(=O)(=O)N(CC(=O)N/N=C/c1ccccn1)c1ccc(Oc2ccccc2)cc1	-5	-6	0.4	1	5	-8	4	-16	-19
COc1ccc(C(=O)N2CCN(S(=O)(=O)N3CCOCC3)CC2)cc1OC	-4	-2	-0.3	2	4	-10	-3	-3	9
COc1ccc(C(=O)/C=C/c2ccc(OC)c(COc3ccccc3F)c2)cc1	1	-4	1.2	0	-8	-22	-2	-3	-29
Cc1ccccc1CNC(=O)c1ccc2sc([C@H]3C[C@H](O)[C@@H](CO)O3)nc2c1	7	-4	0.8	2	-6	3	-6	x	x
O=C(c1cccnc1)N1CCC2CC1c1c(Cl)cccc12 (stereo not given)	-10	-2	1.0	1	2	1	4	x	x
CCCN1CCN(C(c2cc3cc4c(cc3[nH]c2=O)OCO4)c2nnnn2C(C)(C)C)CC1 (stereo not given)	-3	-2	0.5	0	-17	-7	-1	-2	-17
O=C(COC(=O)c1ccc[nH]c1=O)NCCc1ccc(Cl)cc1Cl	-7	-2	0.4	0	-7	-7	5	-6	8
O=C(Cc1cccs1)Nc1ccc(F)c(F)c1	-13	-2	0.6	2	-2	1	6	-7	0
C=CCn1c(O)c(N=NC(=S)Nc2ccc(OC)cc2)c2ccccc21	-1	-4	-0.8	-2	-1	-2	-4	-2	8
Cc1ccc(S(=O)(=O)Nc2nccs2)cc1[N+](=O)[O-]	8	-4	2.3	8	5	7	-2	-2	-15
NC(=O)c1ccccc1N1CCCCC1	6	-4	4.2	16	-1	0	0	-7	-32
CN1C2CCC1CC(NS(=O)(=O)c1ccc(C#N)cc1)C2 (stereo not given)	-17	-3	1.6	2	-13	-2	10	-12	3
O=C(NC(=S)NCc1ccncc1)c1ccccc1	-2	3	1.0	1	-4	4	12	4	-5
CCOc1ccc(S(=O)(=O)NCCCn2ccnc2)cc1NC(C)=O	4	-5	1.0	1	1	7	-2	-4	-3
O=C(NCc1ccc2c(c1)CCO2)Nc1cccc(C(F)(F)F)c1	-9	2	2.5	7	11	9	15	-19	2
Cc1ccc(C)c(NC(=O)c2cc3ccccn3n2)c1	-4	-7	-0.3	2	1	-8	3	-4	-6
O=C(CSc1cccc[n+]1[O-])NCC1CCCCC1	-12	1	1.1	5	-22	-9	19	-2	-5
Additional results follow:
SMILES	M1 antag	M1 ag	CHO-K1 Ca ag	M4 ag	CHO-K1 Ca antag	M4 antag	CHRM1 PAM	OXTR potentiator	CHO parental Ca
C=CCn1cnc2sc(C(=O)Nc3ccccc3OC)c(C)c2c1=O	1	-2	2.4	1	-10	-6	7	-9	-8
COc1ccccc1N1CCN(/N=C/c2ccc(OC)c(OC)c2OC)CC1	-20	-3	0.7	3	-7	-8	12	-8	-5
CCOC(=O)Cc1nnc(Nc2ccc(C(=O)NC)cc2)c2ccccc12	0	-3	0.4	1	-4	-10	1	0	-9
CSc1ccccc1NS(=O)(=O)c1cccc2nonc12	-3	-3	0.3	0	-10	2	3	-9	-7
CN(C)CCN1CCN(C2CN(C3CCCC3)S(=O)(=O)C2)CC1 (stereo not given)	-16	-8	0.7	1	8	-9	6	x	x
Nc1c(-c2cccs2)nc2ccccn12	-21	0	4.2	1	-8	-2	2	x	x
COc1ccc(NC(=O)CSC2=C(C#N)C(c3ccco3)C3=C(CCCC3=O)N2)c(OC)c1 (stereo not given)	-19	0	0.6	4	5	2	3	2	-31
Nc1nonc1-n1nnc(C(=O)N/N=C/c2ccc(Br)cc2)c1CN1CCOCC1	-16	-2	0.7	0	-16	-14	11	4	-4
CC(C)C[C@H]1CN(CCCC[C@H]2CNC(=O)C(=O)N2Cc2ccccc2)C(=O)C(=O)N1CCc1ccc(O)cc1	x	x	1.3	1	-12	-17	x	x	x
COc1ccc(CN2C[C@H]3CON(C)[C@H]3C[C@H]2c2ccc(-c3ccccc3)cc2)cc1	-10	-3	0.4	-1	5	-16	10	x	x
CC(C)NC(=O)NC(=O)CSc1ncccn1	-8	-1	-0.1	1	6	5	7	-10	-18
CCC(CC)NC(=O)c1oc2ccccc2c1COc1ccccc1	-1	-9	1.2	-1	-9	-2	-4	-8	19
CC(CCCC(C)(C)O)NC(=O)c1ccc(OC2CCN(C(=O)C3CC3)CC2)cc1 (stereo not given)	0	-4	0.3	2	-5	-1	4	-6	-13
O=C(Oc1ccc(-c2nnco2)cc1)c1cc(S(=O)(=O)N2CCOCC2)ccc1F	-17	-1	0.9	1	-8	-3	10	x	x
COc1cc2c(cc1OC)-c1cc3ccc(OC)c(OC)c3c[n+]1CC2	-13	0	-0.1	0	13	-8	9	-8	-3
Cc1ccc(CN2CCN(Cc3ccc4ncccc4c3)CC2CCO)cc1 (stereo not given)	5	-13	0.1	1	6	-9	-6	-3	-12
O=c1[nH]c(C2CCCN(S(=O)(=O)c3ccccc3)C2)nc2c1nnn2Cc1ccccc1 (stereo not given)	20	-3	0.3	3	4	2	-10	-2	-29
CC(=O)Nc1c(C(=O)O)oc2ccccc12	-3	-1	0.1	0	-5	-1	4	2	-5
NC(=S)N/N=C/c1ccc(-c2cc(Cl)cc(Cl)c2)o1	-11	0	-0.3	-1	2	-1	11	-2	-4
Cc1onc(-c2ccccc2)c1C(=O)N/N=C/c1c[nH]c2ccccc12	-4	-8	0.6	2	10	-18	3	-10	-19
CCC(=O)N(c1ccc(F)cc1)C1C=CS(=O)(=O)C1 (stereo not given)	12	-5	-0.1	1	-4	7	-2	-2	2
Cc1ccc(-n2nc3c(N4CCC(C(=O)NCc5cccc(F)c5)CC4)nnc(C)c3c2C)cc1	1	-6	-1.1	1	-10	-2	-10	-2	-20
Cc1c(C(=O)N2CC3(CC(c4cccc(NC(=O)[C@H]5CCC(=O)N5)c4)=NO3)C[C@@H]2C(N)=O)cc([N+](=O)[O-])cc1[N+](=O)[O-] (stereo not given in full)	-3	-6	0.2	0	-10	6	3	-8	-7
O=C(Cc1ccccc1F)Nc1nc2ccccc2[nH]1	-5	-4	2.1	3	-12	-3	11	-2	-5
CCOC(=O)[C@]12CCC=C1N(CCC1=CCCCC1)C(=O)[C@H](CC(=O)NCc1cccc3ccccc13)C2	x	x	0.0	1	-2	-8	x	x	x

By substructure: those above containing a COOH group (two)
SMILES	M1 antag	M1 ag	CHO-K1 Ca ag	M4 ag	CHO-K1 Ca antag	M4 antag	CHRM1 PAM	OXTR potentiator	CHO parental Ca
CC(C)N1C(=O)CCC1C(=O)O (stereo not given)	-3	-1	0.7	1	-7	2	2	-8	1
CC(=O)Nc1c(C(=O)O)oc2ccccc12	-3	-1	0.1	0	-5	-1	4	2	-5

Some values from the entries so far.
COc1ccc(NC(=O)CSC2=C(C#N)C(c3ccco3)C3=C(CCCC3=O)N2)c(OC)c1 (stereo not given) | M1 antag: -19
CCC(=O)N(c1ccc(F)cc1)C1C=CS(=O)(=O)C1 (stereo not given) | CHRM1 PAM: -2
CC(=O)Nc1c(C(=O)O)oc2ccccc12 | M4 ag: 0
CC(C)C[C@H]1CN(CCCC[C@H]2CNC(=O)C(=O)N2Cc2ccccc2)C(=O)C(=O)N1CCc1ccc(O)cc1 | M4 antag: -17

More structures follow.
SMILES	M1 antag	M1 ag	CHO-K1 Ca ag	M4 ag	CHO-K1 Ca antag	M4 antag	CHRM1 PAM	OXTR potentiator	CHO parental Ca
CC(NC(=O)c1ccc2c(c1)OCO2)C(c1cccs1)N1CCOCC1 (stereo not given)	-6	-3	0.2	0	-13	-1	2	0	-11
O=C(Cc1coc2cc3c(cc12)CCC3)NCC1(N2CCCCC2)CCCCC1	15	-9	-0.3	1	-3	-10	-7	-4	-31
COC(=O)c1ccc(CNC(=O)COC(=O)c2cc(Cl)nc(Cl)c2)cc1	-3	-8	0.5	0	-6	-2	4	-5	-14
C=CCN(C(=O)CNS(=O)(=O)c1ccccc1)C(C(=O)NCCOC)c1ccncc1 (stereo not given)	-6	-4	-0.4	1	13	-21	5	-2	-13
Cc1ccccc1CNC(=O)CCCC(=O)n1nc(C)c2ccccc21	-11	-3	0.6	4	-10	-6	10	4	-20
COc1ccc(OC)c2sc(NNC(=O)COc3ccccc3)nc12	-8	-1	1.1	1	-12	0	8	-2	-13
COC(=O)C(CC(=O)c1ccc(C)cc1)n1nc(C)cc1C (stereo not given)	14	-9	16*	1	0	6	-17	2	1
CN(Cc1ccccc1)C(=O)NC1CCCCC1	-2	-6	0.7	-1	-10	3	7	1	0
CN(Cc1ccccc1)Cc1nc2c([nH]1)c(=O)n(C)c(=O)n2C	-7	-1	0.4	2	4	-7	4	-13	2
O=[N+]([O-])c1ccccc1OCCCN1CCOCC1	-2	-7	0.4	0	-6	11	4	6	2
O=C(C1CC(=O)N(c2ccc3c(c2)OCCO3)C1)N1CCN(Cc2ccccc2)CC1 (stereo not given)	18	-6	1.0	2	-10	7	-6	1	-6
OCCOCCOCCn1c2ccccc2c2ccccc21	-3	-3	-0.2	2	-3	-1	8	-24	-1
OCCN(CCO)CC(O)COCCC12CC3CC(CC(C3)C1)C2 (stereo not given)	-2	-3	1.1	2	-12	-6	4	-10	8
O=C1CC(N2CCC(O)CC2)C(=O)N1c1ccc(Br)cc1 (stereo not given)	-11	0	0.7	1	-4	-4	3	-10	-10
O=C(Nc1ccncc1)c1ccc2ncsc2c1	-9	1	1.5	1	-9	5	4	-13	-8
CCOC(=O)C(C)Sc1ncc(OC)c(Sc2ccc(Cl)cc2)n1 (stereo not given)	8	-5	1.2	-2	-4	-4	0	3	-15
Brc1ccc2nc(CSc3ncn[nH]3)cn2c1	-5	-5	0.3	0	1	3	13	-10	-7
CC1=C(C(=O)N(C)C)CC(CC(=O)NCCCCc2ccccc2)C(=O)N1CCCN1CCCC1=O (stereo not given)	-23	5	0.6	1	-19	-15	27*	x	x
O=C(Cn1c(=O)sc2ccccc21)Nc1ccc(O)cc1	-12	-3	0.8	2	-10	-14	11	-8	-4
CCOC(=O)c1cc(-c2ccccc2)n(CCC(=O)N2CCN(c3ccccn3)CC2)c1C	4	-7	2.8	8	3	-7	-10	-5	-33
CCCCC1CC(CSC(=N)N)OC1=O (stereo not given)	-7	-5	0.7	1	-2	1	3	-8	-4
Cc1c(N=C2NC(=O)C(CC(=O)Nc3ccc(Cl)cc3)S2)c(=O)n(-c2ccccc2)n1C (stereo not given)	-21	-5	0.0	-1	-9	1	2	-7	-11
